Screening data as filed in PubChem.
uPA surface inh = blocks generation of uPA at the cell surface. cell surface uPA generation assay, qHTS. Potency, µM (series often up to 38.3 µM), inactives show top-dose activity change, negative = inhibition, hits mostly inhibitors. 330,000 compounds, 0.31% hits; active = well fitted inhibition curve with a large enough effect; inconclusive = small, poorly fitted or top-dose-only effect; inactive = no such curve, though single readings can be large or run the other way; tested in mouse RAW 264.7 cells; note: potency is the fitted concentration of half-maximal effect; % is set by controls: 0 for no effect and ±100 for the full control effect; nearly all actives have a fitted effect of over 55% in size
Tb PFK block = blocks T. brucei phosphofructokinase; AID 485367; O15648; T. brucei PFK, ADP-Glo luminescence; 330,000 compounds, 0.17% hits; Potency, µM (top dose mostly 57.5 µM), for inactives: at the highest dose activity, negative = inhibition, hits mostly inhibitors;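 note: potency is the fitted concentration of half-maximal effect; 0% = uninhibited 1x PFK enzyme wells and -100% = no-enzyme wells; nearly all actives have a fitted effect of over 60% in size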
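PFK 1.25 nM, F6P 0.5 mM, ATP 0.1 mM, 0.1 M TEA pH 8.0, 5 mM MgCl2, 0.01% Tween20, 0.1% BSA; 45 min RT. ADP-Glo readout. qHTS titration up to 57 uM; curves fitted, compounds curve-classed.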
KCNH2 3.1 inh = blocks the human KCNH2 3.1 channel isoform. 340,000 compounds, 0.95% hits. U2OS KCNH2 3.1, thallium flux FluxOr; stronger effect = lower value. activity change, % (tested at about 1.8 µM). AID 720553;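 active = maximum activity change below -70%; inconclusive = maximum activity change from -70% to -50%; inactive = maximum activity change above -50%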;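 note: thallium influx rate constant from kinetic fluorescence after stimulation buffer; % is set by controls: 0 for no effect and ±100 for the full control effect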
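U2OS cells transduced with KCNH2 3.1 mutant virus (1.77 x 10^8 /mL, 4 h), plated overnight at 37 C, loaded 45 min with FluxOr dye plus Red40 quencher. Thallium flux rate constant from kinetic reads after stimulation buffer, normalised to controls.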
RORg inh = inhibitors of mouse ROR gamma transcriptional activity; P51450; 310,000 compounds, 5.4% hits; Potency, µM (series often up to 53.6 µM), inactives show top-dose activity change, negative = inhibition, usual class: inhibitors; Drosophila S2 Gal4-RORgamma UAS-luciferase reporter, 20 h; AID 2551; note: potency is the fitted concentration of half-maximal effect; % is set by controls: 0 for no effect and ±100 for the full control effect; nearly all actives have a fitted effect of over 60% in size
Target sequence (P51450 whole entry, looked up, the tested form may be a part): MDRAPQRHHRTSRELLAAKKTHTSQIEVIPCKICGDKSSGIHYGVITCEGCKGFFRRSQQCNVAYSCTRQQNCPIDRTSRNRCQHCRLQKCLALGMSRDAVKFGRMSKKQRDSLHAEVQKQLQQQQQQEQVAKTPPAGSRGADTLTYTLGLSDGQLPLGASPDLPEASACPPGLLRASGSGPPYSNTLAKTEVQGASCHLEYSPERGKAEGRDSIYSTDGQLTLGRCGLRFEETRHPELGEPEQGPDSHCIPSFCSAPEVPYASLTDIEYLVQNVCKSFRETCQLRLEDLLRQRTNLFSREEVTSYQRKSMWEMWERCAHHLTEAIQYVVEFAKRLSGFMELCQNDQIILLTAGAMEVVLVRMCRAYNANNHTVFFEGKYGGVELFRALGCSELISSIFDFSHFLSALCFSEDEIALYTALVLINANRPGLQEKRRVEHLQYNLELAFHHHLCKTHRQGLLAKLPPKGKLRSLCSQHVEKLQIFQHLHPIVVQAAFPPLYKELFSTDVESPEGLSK
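Stable Schneider cell line, Gal4 DNA-binding domain fused to ROR gamma, UAS-luciferase. Cmpd 1 hr RT → CuSO4 700 uM final → 20 hr RT → luciferase reagent 10 min → luminescence.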
VP16 counter = Gal4-VP16 reporter inhibition counter-screen; Drosophila S2 Gal4-VP16 UAS-luciferase, luminescence, 20 h; Potency, µM (series often up to 53.6 µM), for the others: at the highest dose activity, negative = inhibition, hits mostly inhibitors; 310,000 compounds, 3.5% hits;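 note: Gal4-VP16 expression switched on by copper sulfate through the metallothionein promoter; potency is the fitted concentration of half-maximal effect; % is set by controls: 0 for no effect and ±100 for the full control effect; nearly all actives have a fitted effect of over 50% in size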
Giardia killer = kills Giardia lamblia; Giardia lamblia trophozoite viability; activity change, % at 7.66 µM, hits read low; 340,000 compounds, 0.15% hits; AID 540267; in the data active = activity change below about -80%; inconclusive = between about -30% and that limit;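 note: parasites exposed to compound for two days anaerobically before the ATP read; % is set by controls: 0 for no effect and ±100 for the full control effect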
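ATP-content bioluminescence gauges trophozoite survival. Cells (100/well) receive compound and incubate anaerobically for 48 hrs at 37 deg C; detection reagent follows for 15-30 min at room temperature.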
Rab9 promoter act = Rab9 promoter activation. Huh7 Rab9 promoter-luciferase reporter, luminescence, 24 h. Potency, µM (series often up to 9.22 µM), inactives show top-dose activation, negative = inhibition, hits mostly activators. 320,000 compounds, 2.8% hits. AID 485297; note: potency is the fitted concentration of half-maximal effect; % of control where 0% means no effect; nearly all actives have a fitted effect of over 60% in size
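Measured in stably transfected Huh7 cells bearing a Rab9 promoter–luciferase construct: 24 h compound treatment at 37 °C, followed by luminescence detection.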
NPC1 promoter act = activates the NPC1 promoter | Potency, µM (series often up to 9.22 µM), inactives show at the top dose activation, actives largely listed as activators | 320,000 compounds, 2.4% hits | Huh7 NPC1 promoter luciferase reporter, 24 h | AID 485313;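 note: potency is the fitted concentration of half-maximal effect; % of control where 0% means no effect; nearly all actives have a fitted effect of over 60% in size; reporter is driven by a mutant NPC1 promoter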
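Cells: Huh7 expressing luciferase under the NPC1 promoter, 1500/well. Seeded 2 h, compound added, incubated 24 h at 37 °C. Luciferase reagent, 10 min ambient, then luminescence.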
FLuc counter = inhibits or activates purified firefly luciferase, miR-21 counter-screen | Potency, µM (top dose mostly 57.5 µM), inactives show at the highest dose activity change, negative = inhibition, most hits filed as inhibitors | AID 588342 | purified FLuc, Km substrates, luminescence inhibition | P08659 | 360,000 compounds, 6.9% hits;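 note: potency is the fitted concentration of half-maximal effect; plate controls were vehicle for no effect and reference inhibitor for full effect; nearly all actives have a fitted effect of over 55% in size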
Target sequence (P08659 whole entry, looked up): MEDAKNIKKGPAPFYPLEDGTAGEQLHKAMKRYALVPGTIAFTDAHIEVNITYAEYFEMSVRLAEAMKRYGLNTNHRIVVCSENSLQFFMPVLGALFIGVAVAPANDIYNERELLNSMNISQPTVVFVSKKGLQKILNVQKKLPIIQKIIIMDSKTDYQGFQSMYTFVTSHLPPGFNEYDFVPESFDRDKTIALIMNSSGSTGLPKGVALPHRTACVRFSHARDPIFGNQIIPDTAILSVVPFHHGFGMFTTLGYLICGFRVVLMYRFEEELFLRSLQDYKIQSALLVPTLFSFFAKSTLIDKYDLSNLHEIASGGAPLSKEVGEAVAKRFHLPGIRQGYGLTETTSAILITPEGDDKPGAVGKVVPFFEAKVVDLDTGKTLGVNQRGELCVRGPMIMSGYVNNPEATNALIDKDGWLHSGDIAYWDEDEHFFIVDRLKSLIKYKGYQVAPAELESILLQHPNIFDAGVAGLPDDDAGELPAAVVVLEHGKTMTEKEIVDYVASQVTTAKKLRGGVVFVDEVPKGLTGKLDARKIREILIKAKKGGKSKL
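Purified P. pyralis luciferase, 10 nM final, with Km-level 10 uM D-luciferin and 10 uM ATP in 50 mM Tris acetate pH 7.5, 10 mM Mg acetate, 0.01% Tween-20, 0.05% BSA; 6-point qHTS titration about 60 µM downward; luminescence read.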
Coupling enz = inhibits coupling enzyme system, counter-screen for aldolase hits; AID 2472; coupling enzyme system counterscreen, AmpLite Red fluorescence; 290,000 compounds, 0.67% hits; activity change, negative = inhibition, % at 58.2 µM, hits read low; in the data active = activity change below about -30%; note: % is set by controls: 0 for no effect and ±100 for the full control effect
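Compounds tested against the coupling enzymes alone at 57.5 uM final; readout was AmpLite Red fluorescence (525/598 nm) after 20 min at RT.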
ELG1 genotox = genotoxicity induction in ELG1-luciferase HEK293T cells | HEK293T ELG1-luciferase reporter, luminescence, 16 h | Potency, µM (titrated, usually from 46 µM), for inactives: at the highest dose activity change, positive = activation, most hits filed as activators | 330,000 compounds, 1.3% hits; note: potency is the fitted concentration of half-maximal effect; % of control where 0% means no effect; nearly all actives have a fitted effect of over 60% in size
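Quantitative HTS format in 1536-well plates. HEK293T ELG1-luciferase reporter cells receive test compound and are incubated 16 hr at 37 °C, 5% CO2; ONE-Glo added, 30 min room temperature, then luminescence read.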
* hit, by the source's call; & = joins results of further samples; [ ] = remark or other dose. Unless noted, calls come from the whole dose curve; as a rule, active = well fitted curve in the direction sought with a large enough effect; inconclusive = small, poorly fitted or top-dose-only effect, or another doubt; inactive = no such curve, though single readings can be large; an effect the other way counts as inactive or inconclusive.

Results for COc1ccc(C(=O)Nc2ccccc2N2CCOCC2)cc1S(=O)(=O)N1CCCC1 ?
uPA surface inh: -6%; Tb PFK block: -4%; KCNH2 3.1 inh: -9; Giardia killer: 20; Rab9 promoter act: -6%; NPC1 promoter act: 0%; FLuc counter: 0%; ELG1 genotox: -1%

What do the screens show for `Cc1noc(NS(=O)(=O)c2ccc(NC(=O)C(C)(C)C)cc2)c1C`?
uPA surface inh: 2%; Tb PFK block: -1%; KCNH2 3.1 inh: 7; RORg inh: 2%; VP16 counter: 0%; Giardia killer: -7; Rab9 promoter act: -2%; NPC1 promoter act: 1%; FLuc counter: -1%; Coupling enz: 0; ELG1 genotox: 0%

What do the screens show for `CCC12CN3CC(CC)(CN(C1)C3c1ccc(OC(C)C)cc1)C2=O` (stereo not given)?
uPA surface inh: 3%; Tb PFK block: 1%; KCNH2 3.1 inh: -2; RORg inh: -29%; VP16 counter: 9%; Giardia killer: -3; Rab9 promoter act: -7%; NPC1 promoter act: -1%; FLuc counter: -1%; Coupling enz: -3; ELG1 genotox: 14%

Results for CCOc1ccc(NC(=O)CN(C)C(=O)c2ccc(N3CCOCC3)c([N+](=O)[O-])c2)cc1OCC ?
uPA surface inh: 8%; Tb PFK block: 1%; KCNH2 3.1 inh: -10; RORg inh: 35%; VP16 counter: -7%; Giardia killer: 9; Rab9 promoter act: 2%; NPC1 promoter act: 0%; FLuc counter: 0%; ELG1 genotox: 4%

How did Clc1ss/c(=N\c2ccccn2)c1Cl do in these assays?
uPA surface inh: -8%; Tb PFK block: -24%; KCNH2 3.1 inh: 4; RORg inh: 3%[0.365 µM]; Giardia killer: -14; Rab9 promoter act: 5%; NPC1 promoter act: 6%; FLuc counter: inconclusive; Coupling enz: -1; ELG1 genotox: -8%

How did Cc1ccc(-c2nc3cccnc3s2)cc1NC(=O)C1c2ccccc2Oc2ccccc21 do in these assays?
uPA surface inh: 3%; Tb PFK block: 0%; KCNH2 3.1 inh: 10; RORg inh: 13µM*; VP16 counter: 11µM*; Giardia killer: -14; Rab9 promoter act: 2%; NPC1 promoter act: -2%; FLuc counter: inconclusive; Coupling enz: 3; ELG1 genotox: inconclusive

How did CN(NC(=O)c1ccccc1)C1=NS(=O)(=O)c2ccccc21 do in these assays?
uPA surface inh: 1%; Tb PFK block: 1%; KCNH2 3.1 inh: -2; RORg inh: 1%; VP16 counter: -10%; Giardia killer: 8; Rab9 promoter act: 1%; NPC1 promoter act: -3%; FLuc counter: 0%; Coupling enz: 5; ELG1 genotox: 1%

How did COc1ccccc1N1CCN(C(=O)COc2cccc(C)c2C)CC1 do in these assays?
uPA surface inh: 0%; Tb PFK block: 4%; KCNH2 3.1 inh: -5; RORg inh: 21%; VP16 counter: 4%; Giardia killer: 9; Rab9 promoter act: -14%; NPC1 promoter act: 1%; FLuc counter: -2%; Coupling enz: 0; ELG1 genotox: -4%

What do the screens show for `O=Cc1ccnc(-c2ccc(OC(=O)c3ccco3)cc2)n1`?
Tb PFK block: -9%; KCNH2 3.1 inh: -2; RORg inh: -34%; VP16 counter: -4%; Giardia killer: -20; Rab9 promoter act: 0%; NPC1 promoter act: 1%; FLuc counter: inconclusive; Coupling enz: 3; ELG1 genotox: 4%

What do the screens show for `Cc1ccc(S(=O)(=O)NCCC(=O)NCc2cccnc2)cc1`?
uPA surface inh: inconclusive; Tb PFK block: 1%; KCNH2 3.1 inh: 0; RORg inh: -13%; VP16 counter: -4%; Giardia killer: 4; Rab9 promoter act: -4%; NPC1 promoter act: -6%; FLuc counter: 4%; ELG1 genotox: -3%

Results for CN(C)CCO[C@@H](c1ccc(Cl)cc1)c1ccccn1 ?
uPA surface inh: -13%; Tb PFK block: -3%; KCNH2 3.1 inh: 1; RORg inh: -2%; VP16 counter: -1%; Giardia killer: 2; Rab9 promoter act: 4%; NPC1 promoter act: -5%; FLuc counter: 0%; Coupling enz: 3&1; ELG1 genotox: 1%

Results for COc1ccc(-c2nn(-c3ccccc3)cc2C#N)cc1 ?
uPA surface inh: -2%; Tb PFK block: 0%; KCNH2 3.1 inh: 2; RORg inh: 15%; VP16 counter: 1%; Giardia killer: 9; Rab9 promoter act: 3.5µM*; NPC1 promoter act: inconclusive; FLuc counter: 5.4µM*; Coupling enz: 1; ELG1 genotox: inconclusive

How did Cc1ccc(C)c(OCCC(=O)Nc2ccc(S(=O)(=O)N3CCCC3)cc2)c1 do in these assays?
uPA surface inh: 2%; Tb PFK block: 14%; KCNH2 3.1 inh: -2; Giardia killer: 2; Rab9 promoter act: 1%; NPC1 promoter act: -1%; ELG1 genotox: -4%

Results for O=C(NNC(=O)C1COc2ccccc2O1)c1cccc([N+](=O)[O-])c1 (stereo not given) ?
uPA surface inh: -2%; Tb PFK block: 8%; KCNH2 3.1 inh: inconclusive; RORg inh: 8%; VP16 counter: -12%; Giardia killer: 14; Rab9 promoter act: -5%; NPC1 promoter act: 0%; FLuc counter: 0%; Coupling enz: 6; ELG1 genotox: -2%

Results for Cc1ccc(S(=O)(=O)NCC(=O)OCC(=O)N2CCN(C(=O)c3ccco3)CC2)cc1C ?
uPA surface inh: 4%; Tb PFK block: -3%; KCNH2 3.1 inh: -15; Giardia killer: -7; Rab9 promoter act: 1%; NPC1 promoter act: -1%; FLuc counter: 5%; ELG1 genotox: 4%

Results for O=C(COc1ccc(-n2ccnc2)cc1)Nc1cccc(F)c1 ?
uPA surface inh: 4%; Tb PFK block: -4%; KCNH2 3.1 inh: -2; RORg inh: 22%; VP16 counter: 5%; Giardia killer: -9; Rab9 promoter act: 0%; NPC1 promoter act: 3%; FLuc counter: -8%; Coupling enz: 0; ELG1 genotox: -7%

How did Cc1c(NC(=S)N/N=C/c2ccc([N+](=O)[O-])cc2O)c(=O)n(-c2ccccc2)n1C do in these assays?
uPA surface inh: 1%; Tb PFK block: 2%; KCNH2 3.1 inh: 14; RORg inh: -2%; VP16 counter: 3%; Giardia killer: -19; Rab9 promoter act: 0%; NPC1 promoter act: 2%; FLuc counter: 3%; Coupling enz: 2; ELG1 genotox: -7%

What do the screens show for `CC(=O)CSc1ccc(C(=O)O)cn1`?
uPA surface inh: 0%; Tb PFK block: 12%; KCNH2 3.1 inh: 1; RORg inh: -4%; VP16 counter: -10%; Giardia killer: -14; Rab9 promoter act: -3%; NPC1 promoter act: -2%; FLuc counter: -1%; Coupling enz: 1; ELG1 genotox: -3%

How did O=C(Cn1c(=O)oc2ccccc21)Nc1ccc(S(=O)(=O)N2CCCCC2)cc1 do in these assays?
uPA surface inh: 4%; Tb PFK block: -4%; KCNH2 3.1 inh: 15; RORg inh: inconclusive; VP16 counter: -23%; Giardia killer: 6; Rab9 promoter act: -7%; NPC1 promoter act: 2%; FLuc counter: 7%; Coupling enz: 2; ELG1 genotox: inconclusive

How did COCCN(C(=S)Nc1ccccc1C)C(C)c1cccs1 (stereo not given) do in these assays?
uPA surface inh: -5%; Tb PFK block: 0%; KCNH2 3.1 inh: -10; RORg inh: inconclusive; VP16 counter: inconclusive; Giardia killer: 5; Rab9 promoter act: -6%; NPC1 promoter act: -5%; FLuc counter: 9%; Coupling enz: 2; ELG1 genotox: 3%

How did CN(/C=C/C(=O)C(F)(F)F)Cc1ccccc1 do in these assays?
uPA surface inh: 2%; Tb PFK block: 0%; KCNH2 3.1 inh: 9; RORg inh: 9%; VP16 counter: -6%; Giardia killer: 6; Rab9 promoter act: -1%; NPC1 promoter act: -3%; FLuc counter: 1%; Coupling enz: 2; ELG1 genotox: 0%

Results for CC(CN1C(C)CCCC1C)OC(=O)c1ccccc1Br (stereo not given) ?
uPA surface inh: 3%; Tb PFK block: -3%; KCNH2 3.1 inh: 8; RORg inh: -33%; VP16 counter: 4%; Giardia killer: -16; Rab9 promoter act: -2%; NPC1 promoter act: -3%; FLuc counter: 5%; Coupling enz: 1; ELG1 genotox: 1%

Results for C=CCOC(=O)C1=C(C)NC(C)=C(C(=O)OCC=C)C1c1cn(-c2ccccc2)nc1-c1ccco1 ?
uPA surface inh: 29%; Tb PFK block: 5%; KCNH2 3.1 inh: -8; RORg inh: 0%; VP16 counter: -1%; Giardia killer: -2; Rab9 promoter act: 0%; NPC1 promoter act: -2%; FLuc counter: -2%; Coupling enz: 0; ELG1 genotox: 9%

What do the screens show for `COC(=O)C1=C(C)N(Cc2ccco2)C(=O)C1`?
uPA surface inh: -1%; Tb PFK block: -7%; KCNH2 3.1 inh: 0; RORg inh: 10µM*; VP16 counter: 21%; Giardia killer: -4; Rab9 promoter act: 1%; NPC1 promoter act: -1%; FLuc counter: -7%; Coupling enz: -20; ELG1 genotox: 2%

Results for COc1cccc(NC(=O)CCNC(=O)Cn2ccc3ccccc3c2=O)c1 ?
uPA surface inh: 6%; Tb PFK block: 2%; KCNH2 3.1 inh: -3; RORg inh: 17%; VP16 counter: -13%; Giardia killer: -25; Rab9 promoter act: 1%; NPC1 promoter act: -2%; FLuc counter: -1%&-2%; Coupling enz: 0; ELG1 genotox: 2%
